# Screening data: PubChem, National Center for Advancing Translational Sciences (NCATS)
# AmpC inh no detg = qHTS Inhibitors of AmpC Beta-Lactamase (assay without detergent). AID 485341, 2010. P00811. AmpC nitrocefin hydrolysis, absorbance 480 nm, 0.0001% Triton. 0.52% of 330,000 active. Potency, µM (top dose mostly 57.1 µM), without a hit: at the highest dose activity change, negative = inhibition, most hits filed as inhibitors;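 also: potency is read from the fitted curve at half-maximal effect; plate controls were no compound for no effect and no enzyme for full effect; nearly all actives have a fitted effect of over 20% in size; some results filed as inactive show a strong effect at the top dose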
# Target sequence (P00811 whole entry, looked up): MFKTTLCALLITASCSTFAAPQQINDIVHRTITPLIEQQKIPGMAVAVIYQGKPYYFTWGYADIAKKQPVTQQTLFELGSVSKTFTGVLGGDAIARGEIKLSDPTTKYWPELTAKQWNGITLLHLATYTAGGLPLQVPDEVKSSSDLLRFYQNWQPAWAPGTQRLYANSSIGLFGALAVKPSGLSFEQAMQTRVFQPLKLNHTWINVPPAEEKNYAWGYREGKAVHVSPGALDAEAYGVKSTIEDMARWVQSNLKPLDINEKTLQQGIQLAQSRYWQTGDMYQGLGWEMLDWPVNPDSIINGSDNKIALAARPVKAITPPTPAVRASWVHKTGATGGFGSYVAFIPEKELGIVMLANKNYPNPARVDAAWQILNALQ
#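 20 mM phosphate pH 7.0 + 0.01% (detergent screen) or 0.0001% Triton X-100; 5.3 nM AmpC reagent; cpd preinc 15 min RT; nitrocefin (800 uM stock) to start; A480 q20 s × 4 min; Activity was normalised to no-enzyme and no-compound control wells.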
# TbPYK inhibitor = qHTS of Trypanosoma Brucei Inhibitors; 0.12% of 410,000 active; AID 624173, 2012; Potency, µM (titrated, usually from 76.8 µM), for inactives: at the top dose activity, negative = inhibition, usual class: inhibitors; pyruvate kinase (Trypanosoma brucei), Q57TT1; TbPYK enzyme, Kinase-Glo Plus ATP luminescence, 45 min; also: potency is read from the fitted curve at half-maximal effect; nearly all actives have a fitted effect of over 50% in size
#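 Screened from lowest to highest concentration, compounds were pinned into TbPYK/substrate mixtures, and ADP (130 uM final) was added. Plates sat at room temperature for 45 min prior to Kinase-Glo Plus detection by luminescence.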
# LmPK inh = qHTS Assay for Inhibitors of Leishmania Mexicana Pyruvate Kinase (LmPK); AID 1721, 2009; 0.37% of 290,000 active; purified LmPK, Kinase-Glo ATP luminescence, 1 h; Potency, µM (series often up to 57.5 µM), without a hit: top-dose activity change, negative = inhibition, actives largely listed as inhibitors; Q27686; also: potency is read from the fitted curve at half-maximal effect
# Target sequence (Q27686 whole entry, looked up): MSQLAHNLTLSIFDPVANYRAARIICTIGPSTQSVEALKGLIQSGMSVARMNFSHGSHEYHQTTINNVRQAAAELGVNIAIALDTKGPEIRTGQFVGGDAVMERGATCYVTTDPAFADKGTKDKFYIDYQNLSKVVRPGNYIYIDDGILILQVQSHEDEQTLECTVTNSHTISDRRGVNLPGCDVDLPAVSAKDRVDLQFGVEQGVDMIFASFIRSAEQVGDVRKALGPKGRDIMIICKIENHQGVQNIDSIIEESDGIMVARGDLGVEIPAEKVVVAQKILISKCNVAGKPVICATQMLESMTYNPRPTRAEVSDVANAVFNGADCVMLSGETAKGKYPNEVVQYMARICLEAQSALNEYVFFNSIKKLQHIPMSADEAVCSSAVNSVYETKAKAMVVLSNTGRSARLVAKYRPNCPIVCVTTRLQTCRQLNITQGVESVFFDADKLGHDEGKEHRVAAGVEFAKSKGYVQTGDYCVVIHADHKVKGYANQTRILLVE
#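 Purified LmPK (0.1 nM) converted ADP (0.1 mM) to ATP with PEP (0.5 mM) in imidazole buffer pH 7.2 with KCl and MgCl2, 1 h at room temperature. ATP was read by Kinase-Glo luminescence; data normalized to uninhibited and no-enzyme controls.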
# AmpC inh detg = qHTS Inhibitors of AmpC Beta-Lactamase (assay with detergent). P00811. AmpC hydrolysis of nitrocefin, absorbance 480 nm, 0.01% Triton. Potency, µM (top dose mostly 114 µM), without a hit: at the top dose activity change, negative = inhibition, most hits filed as inhibitors. 0.041% of 370,000 active. AID 485294, 2010;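 also: potency is read from the fitted curve at half-maximal effect; 0% = no-compound wells and -100% = no-enzyme wells; nearly all actives have a fitted effect of over 25% in size; some results filed as inactive show a strong effect at the top dose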
#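 AmpC (5.3 nM in the dispensed reagent) in 20 mM phosphate pH 7.0 with 0.01% (detergent screen) or 0.0001% Triton X-100 was preincubated with compounds for 15 min at room temperature. Nitrocefin was then added from an 800 uM solution, and hydrolysis was followed at 480 nm.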
# AMA1 RON2 block = qHTS for Inhibitors of AMA1-RON; Towards Development of Antimalarial Drug Lead: Primary Screen; Plasmodium falciparum AMA1 (3D7) - RON2 peptide interaction; AlphaScreen AMA1-biotinylated RON2 peptide binding; Potency, µM (top dose mostly 58.2 µM), without a hit: at the highest dose activity change, negative = inhibition, usual class: inhibitors; 0.2% of 360,000 active;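 also: potency is read from the fitted curve at half-maximal effect; 0% = vehicle wells and -100% = peptide control; nearly all actives have a fitted effect of over 45% in size; some results filed as inactive show a strong effect at the top dose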
#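 AMA1 (3D7) with his tag at 25 nM final met compounds first, then biotinylated RON2 peptide at 25 nM; detection used donor plus acceptor beads, 10 µg/mL apiece, read by AlphaScreen after 30 min at room temperature.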
# HCMV inh = qHTS Assay for inhibitors of the human cytomegalovirus (HCMV) | HFF cells, HCMV-luciferase reporter, 72 h; active compounds read low | activity change, negative = inhibition, % at 57.5 µM | 4.5% of 410,000 active | AID 1259415, 2018; in the data active = activity change below about -60%; inconclusive = no clear call, values can overlap the other calls; inactive = above about -39%
#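 HFF cells seeded 16 h at 37C, treated with compounds, infected with luciferase-reporter HCMV at MOI 1 PFU/cell; luciferase read at 72 h post infection, normalized to buffer-only and Salinomycin controls.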
# Sm TGR inh = qHTS Assay for the Inhibitors of Schistosoma Mansoni Peroxiredoxins; Schistosoma mansoni thioredoxin glutathione reductase (TGR), Q962Y6; purified TGR, DTNB reduction, TNB absorbance 405 nm; Potency, µM (highest dose often 114 µM), for inactives: at the highest dose activity change, negative = inhibition, usual class: inhibitors; 3% of 360,000 active; AID 485364, 2010; also: potency is read from the fitted curve at half-maximal effect; nearly all actives have a fitted effect of over 60% in size
#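 First, TGR (20 nM dispensed) and NADPH were mixed with compound. Second, a 15 min room-temperature incubation followed. Third, further NADPH and then DTNB were added to start the reaction. Finally, TNB absorbance was monitored kinetically.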
# * marks the source's active call; other numbers are inactive results; ? = inconclusive; · = not tested or not shown; [ ] = remark or other dose. Unless noted, calls follow the shape of the dose curve; as a rule, active = well fitted curve in the direction sought with a large enough effect; inconclusive = small, poorly fitted or top-dose-only effect, or another doubt; inactive = no such curve, though single readings can be large; an effect the other way counts as inactive or inconclusive. Unless noted, % is scaled to controls: 0 for no effect and ±100 for the full control effect. Rows were taken by chance. Share with any hit: about 7.4%.
SMILES,AmpC inh no detg,TbPYK inhibitor,LmPK inh,AmpC inh detg,AMA1 RON2 block,HCMV inh,Sm TGR inh
Cc1cccc(C)c1NC(=O)Cn1cc(C=O)c2ccccc21,-5.2%,-0.3%,-10.3%,-11.0%,-5.7%,-18.4,0.4%
COc1cccc(COC(=O)c2ccc3c(c2)NC(=O)C(C)S3)c1OC (stereo not drawn),-14.8%,4.7%,·,2.0%,-3.3%,-1.2,18.8%
O=C(NCC1COCCO1)c1cc(COc2c(F)cccc2F)on1 (stereo not drawn),3.6%,0.6%,-2.2%,4.3%,3.0%,57.6,1.2%
CCOc1ccc(CC(=O)NNC(=S)NC)cc1,-4.8%,-4.5%,-6.0%,4.6%,36.2%[activator],2.7,10.4%
C#CCOCCOCCOCCNc1nc(N2CCOCC2)nc(N2CCN(C(=O)[C@H](CCCCN)n3cc(CN)nn3)CC2)n1,34.3%,-4.7%,·,·,21.1%,10.0,·
CCC(=O)Nc1ccc(Cl)c(NC(=S)NC(=O)COc2ccc(Cl)cc2)c1,-50.3%,-3.3%,-0.9%,-8.7%,6.1%[2.32 µM],5.1,-8.5%
C=C(C)[C@@H]1[C@H]2OC(=O)[C@H]1[C@]1(O)C[C@H]3O[C@]34C(=O)O[C@H]2[C@]14C,·,-0.5%,·,·,5.4%,-22.8,·
Cc1oc2ccc(OCC(N)=O)cc2c1C(=O)OC(C)C,4.2%,-4.3%,4.9%,0.0%,0.0%,-28.3,-4.5%
COCCNC(=O)C1(C)CCCN(C(=O)c2ccco2)C1 (stereo not drawn),·,2.6%,·,·,4.4%,22.3,·
CCOC(=O)C[C@H]1c2ccccc2S(=O)(=O)N1Cc1cc(OC)c(OC)c(OC)c1,·,-4.4%,·,·,7.3%,14.8,·
COc1ccc(NC(=O)Cn2cnc3c(cnn3-c3ccc(C)c(C)c3)c2=O)c(OC)c1,-10.6%,1.5%,1.1%,0.0%,9.5%,-18.9,12.3%
CC(=O)Nc1ccc(S(=O)(=O)N2CCN(C(=O)c3cccnc3)CC2)cc1,-1.5%,-1.0%,-2.4%,2.8%,10.1%,-6.8,-25.8%
COc1cccc(NC(=O)N2CCC(NC(=O)c3ccco3)CC2)c1,-25.9%,-6.9%,-3.7%,3.4%,-0.2%,20.0,-1.3%
COc1ccc(C2NC(=O)NC(C)=C2C(=O)OCc2ccc3c(c2)OCO3)cc1OC (stereo not drawn),3.7%,-3.3%,0.3%,-8.0%,-4.3%,33.4,-22.8%
O=C(Nc1ccccc1Cl)NC1(C(=O)NCc2cccnc2)CCCCC1,-4.0%,-2.3%,6.7%,4.6%,1.1%,-9.2,34.5%
CCOC(=O)C1CCN(C(=O)COc2ccc(Cl)cc2)CC1,29.5%,2.2%,-2.4%,-12.5%,7.6%,-2.8,12.0%
Cc1cccc(N(C)S(=O)(=O)c2c[nH]c3ccc([N+](=O)[O-])cc23)c1,-36.7%,2.2%,-5.9%,-0.7%,0.0%,?,-5.0%
COc1ccc(-n2c(C)nc3ccccc3c2=O)c([N+](=O)[O-])c1,-11.6%,2.3%,-6.0%,-8.4%,3.2%,-25.6,3.7%
Cc1nn(-c2ccccc2)c(C)c1/C=C/C(=O)OCC(=O)Nc1ccc(C(N)=O)cc1,-22.2%,0.8%,·,-0.1%,0.0%,-14.4,0.1%
Cc1cc2c(cc1S(=O)(=O)N(C)c1ccccc1)NC(=O)CO2,-1.4%,-10.1%,11.7%,2.3%,-7.8%,?,-1.8%
O=C(CN1C(=O)NC2(CCc3ccccc32)C1=O)c1ccc2c(c1)OCCO2 (stereo not drawn),-39.8%,-10.0%,3.0%,?,40.6%,23.4,-17.5%
O=C1CCC(C(=O)OC(C(=O)Nc2ccc([N+](=O)[O-])cc2Br)c2ccccc2)=NN1 (stereo not drawn),-13.7%,2.3%,·,7.2%,-5.7%,-26.4,-1.9%
O=C(NCCC(=O)N1CCN(Cc2c(F)cccc2Cl)CC1)c1ccc(Cl)cc1,162.8%[activator],2.0%,·,-3.0%,7.6%,1.5,?
O=C(Nc1ccc(-c2csc(Nc3ccc(Cl)cc3)n2)cc1)c1cc([N+](=O)[O-])cc(C(F)(F)F)c1,-55.7%,3.6%,-2.7%,-0.2%,-0.3%,53.3,9.7%
CCc1ccc(N(CC(=O)Nc2nc3ccc(C)cc3s2)S(=O)(=O)c2c(C)noc2C)cc1,-39.0%,1.4%,0.5%,-15.0%,-4.6%,42.5,-34.3%
# (list continues)
SMILES,AmpC inh no detg,TbPYK inhibitor,LmPK inh,AmpC inh detg,AMA1 RON2 block,HCMV inh,Sm TGR inh
O=C(NC(Cc1c[nH]c2ccccc12)c1nnc2n1CCCCC2)c1cccs1 (stereo not drawn),32.8%,0.7%,0.9%,-10.0%,-1.3%,-16.7,-0.6%
CCc1cccc2c(C(=O)COC(=O)c3ccc([N+](=O)[O-])s3)c[nH]c12,-29.0%,2.3%,2.0%,-2.1%,-16.9%,61.0,-24.3%
CC1CCCC(NC(=O)COC(=O)c2ccc(N(C)C)cc2)C1C (stereo not drawn),0.3%,·,6.3%,1.0%,-3.7%,4.3,-9.4%
COc1ccccc1N1CCN(CC(O)COc2ccc(C)cc2C(C)(C)C)CC1 (stereo not drawn),·,3.2%,·,-4.0%,·,-66.9*,0.8%
O=C(O)CC12CC3CC(C1)CC(n1ncc(NCc4ccc(F)cc4)c(Cl)c1=O)(C3)C2,-15.1%,-1.8%,-0.4%,5.0%,15.6%,29.9,?
COc1cc(OC)c(-c2nnc(-c3ccc(OC)c(OC)c3OC)o2)cc1OC,145.9%[activator],1.0%,5.7%,-1.3%,-2.3%,55.8,3.8%
COC(=O)C1=C(C)NC(=O)C1(NC(=O)c1cccnc1)C(F)(F)F (stereo not drawn),-18.3%,-7.4%,1.2%,-5.5%,2.5%,8.1,-8.2%
CC(=O)Nc1cccc(NC(=O)COC(=O)C2CC3CCCC(C2)C3=O)c1 (stereo not drawn),33.5%,0.2%,-0.6%,-0.2%,8.8%,7.6,-20.8%
COc1ccccc1CNC(=O)Cn1c(=O)oc2ccccc21,·,1.2%,·,1.6%,·,46.7,6.2%
O=C(Nc1ccc(NC(=O)C23CC4CC(CC(C4)C2)C3)cc1)c1cc(F)c(F)cc1Cl,-1.0%,1.6%,-2.7%,?,-4.9%,-16.0,-1.0%
COc1ccc(-c2nn(CCC#N)cc2C(=O)Nc2cccc(C(=O)O)c2)cc1[N+](=O)[O-],-14.8%,6.3%,-3.6%,-5.7%,-7.4%,2.1,-20.8%
COc1cccc(-n2nnc3c(=O)n(Cc4c(F)cccc4Cl)cnc32)c1,-18.2%,-2.6%,6.5%,?,-6.6%,-29.0,6.7%
CCCNC(=O)CSCc1nc(-c2ccc(SC)cc2)oc1C,47.6%,1.0%,3.9%,-11.8%,-24.6%,-26.7,?
Cc1csc2nc(-c3cccc(NC(=O)c4cccc(F)c4)c3)cn12,·,-0.4%,·,4.9%,·,-25.7,-0.2%
O=C(O)Cc1ccc(NC(=O)Nc2cccc(Cl)c2)cc1,-22.7%,-17.8%,-9.3%,-0.3%,10.9%,-22.1,13.5%
COC(=O)[C@@H]1C[C@@]2(O)[C@@H](O)[C@@H](O)[C@@H](O)C[C@H]2N1Cc1ccc(Cl)cc1,-31.7%,8.1%,-9.7%,-6.5%,9.0%,1.4,39.8µM*
O=C(O)c1cc(-c2ccc3c(c2)OCO3)nc2ccc(Cl)cc12,-23.3%,-3.9%,-8.4%,-1.4%,-7.5%,33.7,-23.6%
Cc1ccc(NC(=O)CN2C(=O)CCc3ccccc32)cc1C,·,1.8%,·,26.7%,·,-29.5,-8.9%
CCn1c(C)c2c([n+]1CC)CC(C)(C)CC2=O,-9.0%,-3.9%,-2.3%,-9.0%,-4.7%,15.3,-30.1%
O=C(c1c[nH]c2ccc(S(=O)(=O)N3CCC4(CC3)OCCO4)cc2c1=O)N1CCC2(CC1)OCCO2,42.3%,1.0%,3.3%,3.1%,8.6%,22.1,-7.6%
C[C@@H]1CN([C@@H](C)CO)S(=O)(=O)c2ccc(Br)cc2O[C@@H]1CN(C)Cc1ccccn1,·,6.6%,·,·,82.3%[activator],-7.2,·
COc1ccccc1-c1cn[nH]c1-c1ccc(O)cc1O,-19.7%,-10.3%,0.7%,-13.2%,98.4%[activator],-39.7,-30.9%
CCOCCn1ccc2c(OCC(=O)Nc3ccccc3OC)cccc2c1=O,196.3%[activator],2.6%,·,-13.3%,-4.3%,11.8,-4.1%
CCOC(=O)c1c(NC(=O)CN2CCN(C(=O)c3ccco3)CC2)sc(C(N)=O)c1C,-5.8%,4.4%,-2.9%,-7.3%,47.1%[activator],-31.0,3.2%
Cc1ccccc1NC(=O)Cn1nnc(C(=O)NCCc2ccccc2)c1N,·,9.2%,·,-1.9%,·,17.0,5.2%
c1cnc(Oc2ccc3oc4ccccc4c3c2)nc1,-2.1%,-2.6%,-0.2%,-12.5%,-2.9%,54.5,6.2%
c1ccc(CCc2nn3c(Cn4cnc5ccccc54)nnc3s2)cc1,42.5%,?,0.2%,-1.7%,12.7%,-4.6,4.7%

# Reformatted: results already given.
# The line under a structure holds: AmpC inh no detg | TbPYK inhibitor | LmPK inh | AmpC inh detg | AMA1 RON2 block | HCMV inh | Sm TGR inh
> O=C(NC(Cc1c[nH]c2ccccc12)c1nnc2n1CCCCC2)c1cccs1 (stereo not drawn)
    32.8% | 0.7% | 0.9% | -10.0% | -1.3% | -16.7 | -0.6%
> CCc1cccc2c(C(=O)COC(=O)c3ccc([N+](=O)[O-])s3)c[nH]c12
    -29.0% | 2.3% | 2.0% | -2.1% | -16.9% | 61.0 | -24.3%
> CC1CCCC(NC(=O)COC(=O)c2ccc(N(C)C)cc2)C1C (stereo not drawn)
    0.3% | · | 6.3% | 1.0% | -3.7% | 4.3 | -9.4%
> COc1ccccc1N1CCN(CC(O)COc2ccc(C)cc2C(C)(C)C)CC1 (stereo not drawn)
    · | 3.2% | · | -4.0% | · | -66.9* | 0.8%
